Screening data (PubChem)
LmPK inh – LmPK (Leishmania mexicana) enzyme inhibition | Potency, µM (titrated, usually from 57.5 µM), inactives show at the top dose activity change, negative = inhibition, hits mostly inhibitors | AID 1721 | 290,000 tested, 0.37% active | purified LmPK, Kinase-Glo ATP luminescence, 1 h
Target sequence (Q27686 whole entry, looked up): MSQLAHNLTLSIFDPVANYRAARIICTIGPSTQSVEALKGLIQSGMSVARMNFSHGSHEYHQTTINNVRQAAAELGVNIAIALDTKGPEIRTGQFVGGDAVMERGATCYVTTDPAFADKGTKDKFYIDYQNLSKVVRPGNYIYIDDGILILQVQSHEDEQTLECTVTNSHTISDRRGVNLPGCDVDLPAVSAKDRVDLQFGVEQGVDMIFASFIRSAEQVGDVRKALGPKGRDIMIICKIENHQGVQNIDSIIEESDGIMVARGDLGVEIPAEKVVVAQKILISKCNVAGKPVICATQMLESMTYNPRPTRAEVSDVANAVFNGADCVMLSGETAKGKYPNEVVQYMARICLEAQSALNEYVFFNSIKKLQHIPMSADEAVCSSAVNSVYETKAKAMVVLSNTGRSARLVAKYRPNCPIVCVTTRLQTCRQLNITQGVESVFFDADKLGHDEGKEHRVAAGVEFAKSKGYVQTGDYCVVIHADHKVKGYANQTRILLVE
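Screened at intermediate enzyme activity to detect both inhibitors and activators: LmPK at 0.1 nM, with a 0.5 nM enzyme column as activation reference. PEP 0.5 mM, ADP 0.1 mM; ATP detected by luminescence after 1 h.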
Tb PYK inh – blocks Trypanosoma brucei pyruvate kinase; 410,000 tested, 0.12% active; Q57TT1; Potency, µM (series often up to 76.8 µM), for the others: at the highest dose activity, negative = inhibition, most hits filed as inhibitors; TbPYK enzyme, Kinase-Glo Plus ATP luminescence, 45 min; note: nearly all actives have a fitted effect of over 50% in size
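Glycolytic pyruvate kinase of T. brucei was incubated with substrate, test compound and 130 uM ADP for 45 minutes at room temperature. Luminescent Kinase-Glo Plus signal was measured after 10 minutes.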
Pf growth 96h – P. falciparum growth inhibition at 96 hour, primary screen for plastid delayed-death inhibitors; P. falciparum luciferase reporter growth, 96 h; 320,000 tested, 6.9% active; AID 504834; Potency, µM (top dose mostly 28.7 µM), inactives show top-dose activity change, negative = inhibition, most hits filed as inhibitors
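Two-generation exposure (96 h) targets delayed-death phenotype. Reporter parasites carrying integrated firefly luciferase, in red cells at 2% hematocrit and 0.05% parasitemia final, kept at 37 C, 5% CO2; luminescence loss indicates inhibition.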
Sm TGR block – blocks Schistosoma mansoni thioredoxin glutathione reductase; Q962Y6; purified TGR, DTNB reduction, TNB absorbance 405 nm; Potency, µM (highest dose often 114 µM), inactives show at the highest dose activity change, negative = inhibition, most hits filed as inhibitors; 360,000 tested, 3% active; AID 485364; note: nearly all actives have a fitted effect of over 60% in size
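TGR 20 nM + NADPH 100 uM (dispensed conc.), cpd preinc 15 min RT; start with NADPH (500 uM addition) then DTNB (15 mM addition). Kinetic TNB absorbance, 405 nm filter. Four-parameter Hill fit across titration.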
HCV inh – HCV inhibition. Huh7.5.1 HCVcc-Cre infection, luciferase reporter, 44 h. Potency, µM (doses to about 41.8 µM), without a hit: top-dose activity change, negative = inhibition, hits mostly inhibitors. 340,000 tested, 3.4% active
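Cells (1,000/well) were plated 4 h before compound, then infected with HCVcc-Cre virus (~0.5 moi). After 44 h further culture, infection was read as luciferase luminescence following a 15 min substrate incubation at room temperature.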
Pf growth 48h – inhibits P. falciparum growth in the first generation, 48 h; Potency, µM (series often up to 28.7 µM), inactives show top-dose activity change, negative = inhibition, hits mostly inhibitors; 310,000 tested, 5.9% active; AID 504832; P. falciparum luciferase growth in erythrocytes, 48 h
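Read-out is firefly luciferase luminescence from an integrated reporter in P. falciparum, so falling signal marks reduced parasite growth. Infected erythrocytes were at 2% hematocrit and 0.1% parasitemia (final) in Albumax-supplemented RPMI 1640.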
* hit, by the source's call; ? = inconclusive; . = not tested or not shown; & = joins results of further samples; [ ] = dose if it differs, or a comment. Calls come from the whole dose curve; as a rule, active = well fitted curve in the direction sought with a large enough effect; inconclusive = small, poorly fitted or top-dose-only effect, or another doubt; inactive = no such curve, though single readings can be large; an effect the other way counts as inactive or inconclusive. % is set by controls: 0 for no effect and ±100 for the full control effect; potency is the fitted concentration of half-maximal effect. An unsorted share of the library. Share with any hit: about 16%.

SMILES	LmPK inh	Tb PYK inh	Pf growth 96h	Sm TGR block	HCV inh	Pf growth 48h
CC(C)C12CN3CC(C(C)C)(CN(C1)C3c1ccccc1O)C2=O (stereo not given)	6.3%	-1.8%	22.6%	14.3%	6.6%	?
CCOC(=O)N1CCN(C2CC(=O)N(c3ccc(Oc4ccccc4)cc3)C2=O)CC1 (stereo not given)	9.2%	7.8%	59.7%[activator]	-22.0%	-3.4%	.
O=C(NCC1CC1)c1ccc(Nc2nc3ccc(Br)cc3[nH]2)cc1	-1.0%	?	11.7µM*	3.55µM*	?	?
O=c1c2ccccc2[nH]c(=S)n1Cc1cccnc1	6.2%	-1.8%	?	-11.9%	3.4%	-11.2%
CCC(=O)c1ccc(OCCSc2ncccn2)cc1	-8.8%	1.4%	?	-0.4%	0.0%	156.3%[activator]
O=C(/C=C/Nc1ccc(F)cc1)c1ccco1	12.6µM*	-16.9%	.	0.2%	-8.3%	279.2%[activator]
CC(C)(C)c1ccc(CS(=O)(=O)CC2(O)CCN(C(=O)c3cccc(C(F)(F)F)c3)CC2)cc1	-4.5%	.	34.3%[activator]	-0.3%	-10.1%	18.4%
COC(=O)CN(C)C(=O)c1ccc(OC)c(OC2CCN(C(C)C)CC2)c1	6.6%	-1.7%	?	58.3%[activator]	3.6%	0.0%
Cc1cccc2cc(CN(Cc3nnnn3Cc3ccco3)C3CCCC3)c3nnnn3c12	5.6%	-1.9%	-12.7%	?	?	?
O=C(O)CNC(=O)c1ccccc1F	0.2%	0.6%	7.7%	-4.5%	4.7%	18.6%
COc1ccccc1NS(=O)(=O)c1cccc(C(=O)N2CC(C)OC(C)C2)c1 (stereo not given)	.	-2.5%	?	4.3%	-3.1%	?
O=c1c2ccccc2nc(-c2cccs2)n1-c1cccc2ccccc12	0.2%	-5.9%	32.0%[activator]	-2.2%	-16.5%	?
COc1ccc(OCc2cccc(C(=O)NN)c2)cc1	-5.8%	-9.2%	196.7%[activator]	0.1%	9.7%	342.9%[activator]
O=C(Nc1cn(-c2ccccc2)nc1-c1ccc(Cl)cc1)c1ccccc1	-1.1%	-9.3%	?	11.4%	?	-19.1%
COc1ccc(/C=C(\C#N)C(=O)OCC(=O)Nc2ccc(C(C)(C)C)cc2)cc1	2.0%	7.9%	24.9%	5.3%	1.8%	22.8%

Quoted from the listing (two entries):
SMILES	LmPK inh	Tb PYK inh	Pf growth 96h	Sm TGR block	HCV inh	Pf growth 48h
CC(C)C12CN3CC(C(C)C)(CN(C1)C3c1ccccc1O)C2=O (stereo not given)	6.3%	-1.8%	22.6%	14.3%	6.6%	?
CCOC(=O)N1CCN(C2CC(=O)N(c3ccc(Oc4ccccc4)cc3)C2=O)CC1 (stereo not given)	9.2%	7.8%	59.7%[activator]	-22.0%	-3.4%	.

Next part.
SMILES	LmPK inh	Tb PYK inh	Pf growth 96h	Sm TGR block	HCV inh	Pf growth 48h
CC(=O)CCc1c(C)nc2ccc(C(=O)O)cc2c1Cl	7.7%	6.1%	-0.5%	-1.3%	27.4%	13.1%
CC(C)c1ccc(/C=C2\Oc3c(ccc(O)c3CN3CCN(C)CC3)C2=O)cc1	2.1%[11.5 µM]	2.7%	?	-2.6%	8.4%	?
Cn1c(=O)[nH]c(=O)c2c1nc(N1CCCC1)n2CC(O)COc1ccccc1 (stereo not given)	10.1%	0.7%	?	4.6%	15.9%	.
O=C(CCS(=O)(=O)c1ccccc1)Nc1ccc(S(=O)(=O)Nc2ncccn2)cc1	1.6%	-1.0%	?	-14.5%	17.1%	?
Cc1cc(Cl)ccc1OC(C)C(=O)Nc1ccccc1N1CCOCC1 (stereo not given)	4.7%	5.9%	.	3.8%	10µM*	7.38µM*
COc1ccc(/C=C/C2=CCN(C)CC2)cc1	0.3%	2.8%	204.6%[activator]	31.6µM*	-6.4%	27.2%
Clc1ccc(-c2csc(N/N=C/c3cccnc3)n2)c(Cl)c1	2.3%	0.5%	4.65µM*	-16.9%	?	10.4µM*
O=C(CSc1nnc(COc2ccccc2)o1)N1CCCC1	-0.3%	-7.5%	-17.4%	-10.3%	16.2%	34.5%[activator]
Cc1ccc(CNc2nc3ccccc3n2C)cc1	-12.3%	-17.0%	5.7%	8.6%	-24.7%	170.7%[activator]
O=C(Nc1cccnc1)c1ccccc1-c1nc(-c2ccccc2F)no1	5.5%	-10.9%	?	-11.4%	?	.
Cc1nn(-c2ccccc2)c2sc(C(=O)OC3CCOC3=O)cc12 (stereo not given)	2.5%	-2.8%	?	2.0%	-7.1%	25.2%
CCOC(=O)c1sc(/N=C/c2ccc(O)cc2O)cc1C	-11.6%	-8.5%	-24.9%	9.2%	-2.1%	12.4%
COC(=O)c1ccc(Sc2ccc(Cl)cc2)c(N)c1	4.4%	-8.3%	?	-21.3%	9.1%	13.8%
Nc1ccc2cc3ccc(N)cc3nc2c1	.	-4.0%	2.39µM*	.	.	3.79µM*
CCCc1nnc(SCc2ccc(OC)cc2)n1N	-13.5%	-16.7%	?	3.6%	8.7%	6.5%

Gathered by group, those above containing an aryl thioether with sulfur outside any ring (4)
SMILES	LmPK inh	Tb PYK inh	Pf growth 96h	Sm TGR block	HCV inh	Pf growth 48h
CCC(=O)c1ccc(OCCSc2ncccn2)cc1	-8.8%	1.4%	?	-0.4%	0.0%	156.3%[activator]
O=C(CSc1nnc(COc2ccccc2)o1)N1CCCC1	-0.3%	-7.5%	-17.4%	-10.3%	16.2%	34.5%[activator]
COC(=O)c1ccc(Sc2ccc(Cl)cc2)c(N)c1	4.4%	-8.3%	?	-21.3%	9.1%	13.8%
CCCc1nnc(SCc2ccc(OC)cc2)n1N	-13.5%	-16.7%	?	3.6%	8.7%	6.5%

More records.
SMILES	LmPK inh	Tb PYK inh	Pf growth 96h	Sm TGR block	HCV inh	Pf growth 48h
Fc1ccc(-n2c(Cc3ccccc3)nnc2SCc2nc(-c3ccc(Cl)cc3)no2)cc1	-1.3%	-9.4%	?	0.0%	?	.
Cc1cc2ncc(Cl)nc2cc1C	-0.6%	4.4%	-1.1%	-0.5%	19.1%	-7.4%
CCCCCCSc1ccc([C@H]2N[C@@](CC(C)C)(C(=O)OC)[C@H]3C(=O)N(CC)C(=O)[C@@H]23)cc1	.	2.8%	?	-2.2%	?	?
CCOc1ccc(S(=O)(=O)N2CCc3ccccc3C2)cc1	2.5%	-6.0%	10.1%	-1.3%	-24.1%	5.0%
COc1ccc(NC(=O)c2ccc(N3C(=O)C4CC=C(Cl)CC4C3=O)cc2)cc1 (stereo not given)	-0.5%	0.3%	?	10.7%	-22.9%	8.7%
Cc1ccc(OCC(=O)NC2CCCC2)c(C)c1	-1.6%	4.1%	0.928µM*	-26.3%	21.2%	35.9%[activator]
CC1CCC(NC(=O)Nc2cccs2)CC1 (stereo not given)	5.8%	-7.7%	.	-21.2%	10.1%	.
Cc1cc(C)nc(N(C#N)Cc2ccc([N+](=O)[O-])cc2)n1	-0.3%	1.7%	5.6%	19.4%[57.1 µM]	-0.2%	13.1%
CCc1cc(SC#N)cc(C)c1N	0.9%	-1.3%	3.29µM*	5.8%	-6.3%	8.28µM*
CC(C)CCC1(CN2CCCC2=O)C(=O)NC(=O)NC1=O	-1.6%	-1.4%	11.1%	-38.1%	28.5%	28.3%
CN(C)S(=O)(=O)c1ccc2c(c1)nc(CCC(=O)NCCc1ccc(Cl)cc1)n2C	-5.2%	-3.3%	?	-5.0%	?	?
CCOC(=O)C(=O)Nc1ccccc1C(N)=O	4.2%	-2.9%	21.0%	-21.3%	20.1%	.
CC1(C)Cc2c(sc3[nH]c(=O)n(CC(=O)NCC4CCCO4)c(=O)c23)CO1 (stereo not given)	2.4%	4.3%	82.6%	5.7%	16.3%	22.5%
Cc1cccc(C)c1NC(=O)CNC(=O)c1c(C)nn(-c2ccccc2)c1Cl	.	-1.8%	2.1%	-2.2%	?	0.0%
O=C(CN1C(=O)NC2(CCCC2)C1=O)N1CCN(Cc2ccccc2)CC1	.	-5.4%	1.3%	0.0%	?	?
O=C(Nc1ccc(C(=O)O)cc1)/C(=C/c1ccc([N+](=O)[O-])cc1)NC(=O)c1ccccc1	1.6%	7.8%	-23.2%	-4.0%	-6.3%	-2.9%
O=C(Nc1ccccn1)c1ccc(Br)c(S(=O)(=O)N2CCCC2)c1	-1.4%	1.2%	-27.3%	-2.2%	?	-22.0%
Cc1ccc(C(=O)NCCC(=O)N2CCCC2)cc1	-3.1%	0.9%	-24.4%	-18.0%	3.9%	103.3%[activator]
CCN(CC)c1ccc(NC(=O)Cn2ncc3c(C)n(Cc4ccccc4F)c(C)c3c2=O)c(C)c1	-0.2%	4.8%&-2.3%	0.0%	-2.6%&7.2%	0.9%	9.1%
COc1ccc(-c2[nH]ncc2-c2cnn(-c3ccccc3)c2)c(O)c1	4.7%	3.5%	-18.2%	9.0%	-8.7%	?
CCCCOC(=O)Nc1ccc(C(=O)OC)cc1	5.1%	-0.8%	-2.7%	-27.8%	-24.3%	66.1%[activator]
CC(C)(C)NC(=O)C(=O)NNC(=O)COc1ccc(Br)cc1	-0.4%	-8.9%	19.6%	-1.3%	5.7%	6.3%
COc1ccc(Cn2c(O)c(/C=N/NC(=O)c3cccnc3)c3ccccc3c2=O)cc1	-3.4%	1.3%	5.22µM*	-12.5%	?	13.1µM*
CCOC(=O)N/N=C\C=C\c1ccco1	1.4%	-4.5%	?	22.4µM*	18.5%	16.5%
COc1ccc(C)cc1NC(=O)NNC(=O)c1cc2ccccc2cc1O	-1.6%	-3.1%	-1.3%	6.0%	-23.7%	?
CCn1c(NC(=O)Nc2cccc(C)c2C)cc2sccc21	-0.3%	-9.9%	13.1µM*	-4.3%	-10.5%	.
COc1cccc(C(c2nnnn2Cc2ccco2)N2CCN(Cc3ccccc3)CC2)c1OC (stereo not given)	-3.5%	-1.7%	71.5%[activator]	-30.3%[57.1 µM]	-18.3%	?
Cc1cccc(C)c1NC(=O)Nc1cccs1	8.5%	-2.2%	-16.5%	-7.6%	8.6%	.
COc1ccc(N=N/C(=C\O)C(=O)c2ccco2)cc1	-2.7%	-8.0%	222.1%[activator]	-116.6%	3.4%	.
Cc1nc2c(ncn2-c2ccccc2)c(=O)n1NC(=O)CN1CCOCC1	-5.8%	4.1%	7.5%	0.8%	-0.1%	32.2%[activator]
CCCCNC(=O)CSc1nc2ccccc2n1S(=O)(=O)c1ccc(Cl)cc1	5.3%	3.4%	96.5%[activator]	5.3%	-2.9%	16.6%
O=C1Nc2ccc(Br)cc2C1=Nc1ccc(-c2nnc3n2CCCCC3)cc1	3.1%	.	.	-7.3%	10.5%	-3.1%
Cc1ccc(C2C(=O)N(C3CCC(C)CC3)CC(=O)N2C2CC2)cc1 (stereo not given)	1.2%	7.4%	8.6%	0.0%	-12.5%	9.0%
O=C(CN1CCN(CC(=O)Nc2ccccc2F)CC1)Nc1ccc2c(c1)OCCO2	8.8%	5.4%	?	-23.0%	-5.7%	?
CCCCn1c(N2CCCC2)nc2c1c(=O)[nH]c(=O)n2C	-2.0%	2.7%	-7.1%	-2.1%	-7.8%	-6.9%
COc1cc(/C=C/C(=O)OCC(=O)NC(=O)NCc2ccccc2)ccc1OCC#N	-1.3%	-5.6%	9.5%[5.75 µM]	4.0%	-18.4%	3.8%
COc1cccc(CC2(CO)CCCN(Cc3cn[nH]c3-c3cc(C)ccc3C)C2)c1 (stereo not given)	1.9%	-4.6%	132.5%[activator]	13.9%	13.1%	?
Nc1c(C(=O)OCC2CCCO2)c2nc3ccccc3nc2n1C1CCCCC1 (stereo not given)	-1.9%	2.5%	?	1.9%	?	?
COC(=O)Cn1ccc(-c2ccc(Cl)cc2)c(C#N)c1=O	0.2%	2.0%	41.0%	5.4%	12.6%	4.9%
